PGC1a acetyl inh: PGC1a acetylation modulation, inhibitor mode. U2OS PGC1a acetylation, AlphaScreen anti-acetyl-lysine; with virally co-expressed GCN5 acetyltransferase. inhibition, % at 15.6 µM. 0.17% of 350,000 active;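 active means every replicate shows inhibition of at least 40%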;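 further: 0% = neutral control wells and 100% = positive control wells; some results beyond the cut were filed as inactive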
Cneo AK release: causes C. neoformans cell lysis; AID 651654; lysis activity, % at 15 µM; 0.2% of 360,000 active; adenylate kinase release luminescence, 4 h; normalised: neutral wells 0, clomiphene wells 100;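 active means mean lysis activity across replicates of at least 80%, whatever share of replicates individually reach that level; inactive means mean lysis activity below 80%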
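Material – log-phase Cryptococcus neoformans yeast cells · Input – 5 × 10^6 yeast cells/mL · Medium – fresh YPD growth medium · Doses – single compound concentration per well · Timing – static 4 h at 37 °C with compound, 1 h detection · Detection – adenylate kinase release luminescence · Read-out – signal increase indicating cell lysis · Control set – Clomiphene as positive lysis control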
FN deposit inh: fibronectin deposition inhibition. AH1F fibroblasts, Alexa488-fibronectin deposition fluorescence, overnight. AID 743247. inhibition, % at 12.6 µM. 0.086% of 350,000 active;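 active means mean inhibition across replicates of 30% or more, regardless of how many single replicates reach that level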;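 further: positive control wells lacked labelled fibronectin entirely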
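Material: AH1F fibroblast monolayer depositing Alexa488-labelled fibronectin into matrix | Input: 10000 AH1F cells/well | Medium: DMEM plus 2% serum, read in PBS | Reagent: Alexa488-fibronectin, 24 nM final in well | Compound dosing: One dose per compound, pinned | Schedule: 1 h adhesion, overnight exposure | Measured by: Fluorescence at 485 nm excitation, 525 nm emission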
INS-1E GSIS act: GLuc luminescence reporter in INS-1E cells, primary screen for activators of glucose-dependent secretion of insulin | INS-1E GLuc reporter insulin secretion, 2-3 h | activation, % at 16.6 µM | 0.61% of 370,000 active;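 active means lowest replicate activation of at least 40%, so every replicate reaches that level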;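 further: 0% = median of neutral control wells and 100% = median of IBMX positive control wells; some compounds called inactive have numbers as strong as hits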
F508del corr: CFTR F508del correction in bronchial cells; CFBE cells, YFP halide quenching; stimulated with forskolin plus potentiator P3; % fluorescence drop versus neutral controls; activity (quench increase), % at 7.58 µM; 0.36% of 350,000 active;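 active means mean added fluorescence quench of at least 8% versus neutral control, with both replicates also reaching 8%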;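 further: cells transiently co-express mutant CFTR-F508del with the halide-sensitive YFP; corrector assay measuring rescue of mutant channel to the surface after 24 h compound exposure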
PglD DTNB: inhibitors of Campylobacter jejuni PglD acetyltransferase | AID 602405 | purified PglD enzyme, DTNB colorimetric CoA detection | 0.098% of 360,000 active | inhibition, % at 12.5 µM; in the data active means inhibition above about 16%, passing the limit was not always enough; further: strong numbers were not always called active
Statin myotox sup: protects C2C12 myotubes from simvastatin toxicity; ATP luminescence, 48 h; scaled: DMSO 0, geranylgeraniol control 100; rescue of ATP level, % at 7.49 µM; 0.78% of 330,000 active;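 active means mean ATP rescue above about 67%, or every replicate alone reaching that limit, limit read from the data, passing the limit was not always enough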;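 further: myotubes were challenged with 10 µM simvastatin during compound exposure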
miR122 inh: miR-122 inhibition in Huh7 cells. Huh7 miR-122 Renilla luciferase sensor, 48 h; neutral wells = 0, positive control = 100. activation (reporter increase), % at 12.5 µM. 0.3% of 340,000 active. AID 602342;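 active means mean replicate activation score at least 90 and every replicate individually at or above 90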;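 further: higher luciferase means less miR-122 activity so hits act as miR-122 inhibitors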
The depositor's hits bear a star; / = not tested or not shown; & = joins results of further samples; [ ] = remark or other dose.

1) CCOc1ccc(CN(C)C(=O)c2ccc(S(=O)(=O)N(C)c3ccccc3OC)cc2)cc1
2) CCN(CC(=O)Nc1ccc(C(=O)OC)cc1)C1CCCCC1
3) Cc1csc(NC(=O)Nc2ccc(Cl)cc2)n1
4) Cc1noc(C)c1S(=O)(=O)Nc1ccc2c(c1)CC(=O)N([C@@H](C)CO)C[C@H](C)[C@@H](CN(C)Cc1ccccc1)O2
5) S=C(NCCCCN(Cc1ccc(Cl)cc1)c1ccc(Br)cn1)NCCCc1cnc[nH]1
6) Cc1ccc(S(=O)(=O)Nc2ccc3c(c2)C(=O)N([C@@H](C)CO)C[C@@H](C)[C@H](CN(C)C(=O)NC2CCCCC2)OCCCC[C@H](C)O3)cc1
7) CCCCCCC(=O)N(O)C1CC(=O)N(Cc2ccccc2)C1=O (stereo not drawn)
8) COc1ccc(N/C(=C2\CCCC2=O)C2CCCCC2)cc1
Assay by compound | 1 | 2 | 3 | 4 | 5 | 6 | 7 | 8
PGC1a acetyl inh | -22 | 0 | -6 | / | / | -5 | 19 | -4
Cneo AK release | 0 | -3 | -1 | -7 | 0 | 0 | -2 | -1
FN deposit inh | -13 | 0 | 2 | / | 1 | / | -3 | -2
INS-1E GSIS act | -56 | 0 | / | -7 | 2 | 2 | / | -16
F508del corr | 3.8 | -1.0 | / | 0.7 | 3.2 | -3.9 | / | -1.7
PglD DTNB | 2 | -4 | 2 | -1 | -8 | -1 | -7 | 2
Statin myotox sup | -30 | -26 | -3 | 24 | -9 | / | -14 | -5
miR122 inh | / | -7 | 0 | -2[16.7 µM] | -12 | 7[16.7 µM] | -30 | -5

Looked up above.
FN deposit inh with no. 3 = 2
PGC1a acetyl inh with no. 2 = 0
INS-1E GSIS act with no. 4 = -7
FN deposit inh with no. 5 = 1

Following part:
9) CC(C)(C)NC(=O)C1(N2C(=O)c3ccccc3C2=O)CCCC1
10) O=C(c1ccc2c(c1)OCO2)N1CCN(S(=O)(=O)c2ccc(Br)cc2Cl)CC1
11) O=C(NC1CCCCC1)C(c1ccc2ncccc2c1)N(Cc1ccc2c(c1)OCO2)C(=O)c1ccc2c(c1)OCCO2 (stereo not drawn)
12) CO[C@@H]1CN(C)C(=O)c2cc(NC(=O)C3CCC3)ccc2OC[C@@H](C)N(C(=O)NC(C)C)C[C@H]1C
13) Cc1noc(C)c1NC(=O)N(C)C[C@H]1Oc2ccc(NS(=O)(=O)c3ccc(F)cc3)cc2C(=O)N([C@H](C)CO)C[C@@H]1C
14) O=C(CN1CCCCC1)Nc1cccc([N+](=O)[O-])c1
15) CCNC(=O)[C@H]1[C@H](CO)[C@H]2Cn3c(ccc(-c4ccccc4)c3=O)[C@H]2N1C(=O)Cc1cccnc1
16) COc1ccccc1OCC(=O)NNC(=O)c1cccs1
Assay by compound | 9 | 10 | 11 | 12 | 13 | 14 | 15 | 16
PGC1a acetyl inh | 8 | / | 96* | -8 | 0 | -7 | / | 11
Cneo AK release | 0 | -2 | -3 | 1 | 4&-10 | 0 | 1 | -1
FN deposit inh | -8 | 0 | 10 | -5 | 2 | / | / | -9
INS-1E GSIS act | / | / | -7 | 5 | 11 | / | -1 | 12
F508del corr | 1.2 | 2.4 | 0.3 | 0.9 | 5.6&-2.1 | / | -3.6 | /
PglD DTNB | -4 | -2 | 0 | 2 | -1&-1 | 6 | -3 | 0
Statin myotox sup | -3 | 4 | 6 | 12 | -11&-26 | 7 | 34 | /
miR122 inh | -2 | / | 0 | / | 2 | -2 | 4[16.7 µM] | -6

17) O=C(CNc1cc(S(=O)(=O)N2CCOCC2)ccc1NCC1CCCO1)Nc1ccc(F)c(F)c1 (stereo not drawn)
18) Cc1cccc(-c2nc(CSc3nc4c(c(=O)[nH]3)CCC4)c(C)o2)c1
19) C[C@@H]1CN([C@@H](C)CO)C(=O)Cc2cc(NS(=O)(=O)c3ccccc3)ccc2O[C@H]1CN(C)Cc1ccccc1
20) C[C@@H]1CN([C@@H](C)CO)C(=O)Cc2cc(NC(=O)Cc3ccccc3)ccc2O[C@H]1CN(C)CC1CCCCC1
21) COc1ccc(C(=O)CN2C(=O)NC3(CCCc4ccccc43)C2=O)c(OC)c1 (stereo not drawn)
22) CC(C)CN(CC(C)C)c1nnc(N)s1
23) O=C(CN1C(=O)NC2(CCOc3ccccc32)C1=O)c1ccc(Br)cc1 (stereo not drawn)
24) CCOc1ccc(CC(=O)OCc2cc(=O)n3cc(Br)ccc3n2)cc1
Assay by compound | 17 | 18 | 19 | 20 | 21 | 22 | 23 | 24
PGC1a acetyl inh | -11 | 11 | -13 | / | / | 2 | / | 9
Cneo AK release | 0 | -1 | 7 | -2 | -2 | 5 | 11 | 0
FN deposit inh | 1 | -1 | / | / | -17 | 8 | / | 2
INS-1E GSIS act | -41 | 8 | 1 | -2 | 0 | -30 | -21 | -11
F508del corr | 1.3 | 1.6 | -2.6 | 0.0 | 0.4 | 3.0 | -1.6 | -1.0
PglD DTNB | 3 | 1 | 0 | -1 | 3 | 2 | -3 | -1
Statin myotox sup | 12 | -3 | 7 | 36 | -13 | -8 | / | -5
miR122 inh | 11 | -1 | 10[16.7 µM] | -5[16.7 µM] | 23 | 11 | / | -1

Entries listed above printed as active in PGC1a acetyl inh.
# | molecule | PGC1a acetyl inh | INS-1E GSIS act | F508del corr | PglD DTNB | miR122 inh
11 | O=C(NC1CCCCC1)C(c1ccc2ncccc2c1)N(Cc1ccc2c(c1)OCO2)C(=O)c1ccc2c(c1)OCCO2 (stereo not drawn) | 96* | -7 | 0.3 | 0 | 0

Next section
25) Cc1noc(C)c1NC(=O)Nc1ccc2c(c1)C(=O)N([C@H](C)CO)C[C@H](C)[C@H](CN(C)CC1CC1)O2
26) COc1ccc2cc(CN(C)C(=O)CN3C(=O)NC4(CCCC4)C3=O)ccc2c1
27) CCC(=O)N(C)C[C@@H]1Oc2ncc(C#Cc3ccc(OC)cc3)cc2C(=O)N([C@@H](C)CO)C[C@@H]1C
28) CC(OC(=O)Cc1coc2ccc3ccccc3c12)C(=O)NC(N)=O (stereo not drawn)
29) COc1ccc(CC(N)c2csc(Nc3nccc(C(F)(F)F)n3)n2)cc1 (stereo not drawn)
30) CCCN(N=Nc1cccc([N+](=O)[O-])c1)c1cccc([N+](=O)[O-])c1
31) Cc1ccc(S(=O)(=O)n2nc(OC(=O)c3ccccc3C)cc2N)cc1
32) Cc1cccc(C(=O)NNC(=O)c2csc(N3CCOCC3)n2)c1C
Assay by compound | 25 | 26 | 27 | 28 | 29 | 30 | 31 | 32
PGC1a acetyl inh | -2 | / | 4 | 5 | / | -1 | / | /
Cneo AK release | 31 | 0 | 2 | / | -1 | -3 | -7 | /
FN deposit inh | / | / | / | -3 | / | / | -1 | -4
INS-1E GSIS act | 5 | -1 | -2 | -31 | / | 2 | -15 | -3
F508del corr | -0.9 | -1.0 | 0.1 | 0.6 | -2.4 | -0.9 | -0.6 | 5.7
PglD DTNB | 10 | 1 | 1 | / | -6 | -2 | 12 | /
Statin myotox sup | 0 | 5 | 7 | / | -23 | -14 | -3 | 11
miR122 inh | 7[16.7 µM] | -4 | -1[16.7 µM] | / | 6 | 2 | / | /

33) CCOC(=O)C1CCN(C(=O)c2ccc(S(=O)(=O)Nc3ccccc3OC)cc2)CC1
34) CC(C)NC(=O)N1Cc2cc(C(=O)NC3CCCCC3)nc(-c3cccc(-c4cccnc4)c3)c2[C@H]1CCO
35) Cc1c(Cl)c([N+](=O)[O-])nn1CC(=O)NCC(C)C
36) COC(=O)c1cc(NS(=O)(=O)c2ccc(Cl)c(N3C(=O)c4ccc(C(=O)O)cc4C3=O)c2)cc(C(=O)OC)c1
37) C/C(=N/OC(=O)c1c(-c2c(Cl)cccc2Cl)noc1C)c1cnccn1
38) C[C@@H]1CN([C@H](C)CO)C(=O)c2cc(N(C)C)ccc2O[C@@H](C)CCCCO[C@H]1CN(C)C(=O)c1ccncc1
39) COc1ccc(CC2C(=O)NC(C)C(=O)N(C)C3Cc4ccc(cc4)Oc4cc(ccc4O)CC(C(=O)NC(C)C(=O)NC(C)C(=O)N2C)N(C)C3=O)cc1 (stereo not drawn)
40) C[C@H](NC(=O)C[C@@H]1C[C@@H]2c3cc(NC(=O)C4CCOCC4)ccc3O[C@@H]2[C@@H](CO)O1)c1ccccc1
Assay by compound | 33 | 34 | 35 | 36 | 37 | 38 | 39 | 40
PGC1a acetyl inh | 9 | -31 | 8 | 1 | -1 | -1 | 70* | 2
Cneo AK release | 2 | / | / | / | 0 | / | / | -3
FN deposit inh | 8 | 16 | -5 | 2 | 5 | / | 22 | /
INS-1E GSIS act | -16 | -37 | 18 | 2 | -22 | 4 | -25 | 10
F508del corr | -6.4 | 0.9 | 1.3 | -1.7 | 0.7 | 0.1 | 0.2 | 3.2
PglD DTNB | 5 | / | / | / | 4 | / | / | 2
Statin myotox sup | -4 | / | 1 | / | 6 | 3 | / | 1
miR122 inh | -7 | / | / | / | -3 | -4[16.7 µM] | -7 | -6[16.7 µM]

2 of the compounds above, bar-delimited.
no. | canonical_smiles | PGC1a acetyl inh | Cneo AK release | FN deposit inh | INS-1E GSIS act | F508del corr | PglD DTNB | Statin myotox sup | miR122 inh
32 | Cc1cccc(C(=O)NNC(=O)c2csc(N3CCOCC3)n2)c1C | / | / | -4 | -3 | 5.7 | / | 11 | /
12 | CO[C@@H]1CN(C)C(=O)c2cc(NC(=O)C3CCC3)ccc2OC[C@@H](C)N(C(=O)NC(C)C)C[C@H]1C | -8 | 1 | -5 | 5 | 0.9 | 2 | 12 | /

Going on with the list:
41) C[C@H]1CN([C@@H](C)CO)C(=O)Cc2cc(NS(=O)(=O)c3cn(C)cn3)ccc2O[C@@H]1CN(C)C(=O)NC1CCCCC1
42) O=C1[C@H](Cc2ccccc2)NCCCC[C@H](c2ccco2)N1Cc1ccccc1
43) COc1cc(CNCc2cccs2)ccc1OCc1ccccc1
44) O=C(c1ccc2c(c1)OCO2)N1CC[C@@H]2[C@H]1c1cc(-c3ccc(F)cc3)ccc1N[C@@H]2CO
45) C[C@@H]1CN([C@H](C)CO)C(=O)c2cc(NC(=O)Cc3ccccc3)ccc2O[C@@H](C)CCCCO[C@@H]1CN(C)C(=O)c1ccncc1
46) c1ccc(-c2ccc([C@H]3[C@H]4CNC[C@@H]3N4Cc3cc(-c4ccccc4)on3)cc2)cc1
47) CNC[C@H]1OCCCC[C@H](C)Oc2ccc(NS(=O)(=O)c3c(C)noc3C)cc2C(=O)N([C@H](C)CO)C[C@H]1C
48) C[C@@H]1CN([C@H](C)CO)C(=O)c2cc(NC(=O)CCC(F)(F)F)ccc2O[C@H]1CN(C)S(=O)(=O)c1ccccc1
49) C[C@H]1CN([C@@H](C)CO)C(=O)c2cccc(NC(=O)Nc3ccc(F)cc3)c2O[C@@H]1CN(C)C
Assay by compound | 41 | 42 | 43 | 44 | 45 | 46 | 47 | 48 | 49
PGC1a acetyl inh | 4 | 1 | -2 | 13 | 11 | 1 | 2 | 6 | 6
Cneo AK release | -1 | -3 | -2 | -1 | 0 | / | -2 | -2 | -5
FN deposit inh | 0 | -4 | / | 18 | -8 | 0 | / | / | -3
INS-1E GSIS act | 5 | -6 | -17 | 6 | 2 | 11 | 7 | 24 | 9
F508del corr | 1.0 | 0.2 | -4.2 | 1.6 | 1.3 | -1.2 | 0.7 | -5.3 | -0.9
PglD DTNB | 1 | -2 | -3 | -2 | -2 | / | -2 | -38 | 3
Statin myotox sup | 2 | -2 | 14 | 6 | 1 | / | / | 16 | -3
miR122 inh | 5[16.7 µM] | -7 | 10 | -6[16.7 µM] | 4[16.7 µM] | / | 9[16.7 µM] | 4[16.7 µM] | -3[16.7 µM]

High-throughput results from PubChem BioAssay.
